mouse EphA4 binding: inhibitors of EphA4 binding to KYL peptide, primary screen, biochemical, colorimetric, mouse EphA4 (AID 689) | Ephrin type-A receptor 4 (Mus musculus) | EphA4-AP binding to KYL peptide, pNPP A405; higher % means a stronger effect | one-dose inhibition, % at 10 µM; IC50 in µM for titrated hits | 62,000 compounds, 0.1% hits; in the data active = a potency from the dose series; inactive = the rest, 99 in 100 with inhibition below about 22%
* hit, by the source's call. Only part of the results is shown. The share of hits here may be higher or lower than overall.

SMILES	mouse EphA4 binding
Cc1cccc2c1NC(=O)C2(c1ccc(O)cc1)c1ccc(O)cc1	-8%

Compound activity (PubChem BioAssay)
